CRFR2-BP ag: agonists of CRF-BP/CRF-R2 complex, primary screen, cell-based, HEK293, calcium dye fluorescence, uHTS; CRF-binding protein / CRF receptor 2 complex (human); calcium dye fluorescence (FLIPR); percent of saturating CRF peptide response; activation, % at 13.2 µM; 350,000 compounds, 0.46% hits;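 active = activation of at least 50%, plus an integration ratio under a set limit after plate pattern correction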;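 also: plate controls were neutral control wells without compound for no effect and CRF at EC100 for full effect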
M5 PAM: human M5 muscarinic receptor positive allosteric modulators, primary screen, CHO-K1 cells, Fluo-8 calcium fluorescence | CHO-K1 hM5, ACh EC20 PAM; 0% = ACh EC20, 100% = ACh EC100 | activation, % at 3 µM | 360,000 compounds, 0.3% hits;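 active = activation above the run cutoff, the mean activation of all test compounds plus 3 SD, cut at about 18% in these data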
Target sequence (P08912 whole entry, looked up): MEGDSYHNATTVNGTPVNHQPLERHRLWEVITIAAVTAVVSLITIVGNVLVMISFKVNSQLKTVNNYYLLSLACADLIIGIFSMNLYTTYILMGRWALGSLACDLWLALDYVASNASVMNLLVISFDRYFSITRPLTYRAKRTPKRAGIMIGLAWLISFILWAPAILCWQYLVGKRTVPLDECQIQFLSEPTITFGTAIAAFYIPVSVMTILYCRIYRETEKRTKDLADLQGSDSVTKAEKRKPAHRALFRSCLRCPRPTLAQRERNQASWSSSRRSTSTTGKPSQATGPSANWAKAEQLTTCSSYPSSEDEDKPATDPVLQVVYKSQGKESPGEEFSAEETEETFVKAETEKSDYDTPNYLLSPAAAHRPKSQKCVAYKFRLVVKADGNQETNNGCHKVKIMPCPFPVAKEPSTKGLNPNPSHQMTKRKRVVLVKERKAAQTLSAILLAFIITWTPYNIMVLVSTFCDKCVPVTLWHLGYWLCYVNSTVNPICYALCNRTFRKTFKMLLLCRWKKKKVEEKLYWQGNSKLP
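Assay system – human M5 receptor in CHO-K1 cells · Read-out – % activation, ACh-normalized · Technique – Fluo-8 calcium fluorescence · Dosing – single-point, 3 µM nominal · Incubation – Fluo-8 loading 80 min at 37 °C plus 30 min room temperature · Repeats – singlicate, one well per test compound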
CHRM4 PAM: human M4 muscarinic receptor positive allosteric modulators, primary screen, CHO-K1 cells, Fluo-8 calcium fluorescence. CHO-K1 hM4/Gqi5, ACh EC20; 0% = ACh EC20, 100% = maximal ACh. activation, % at 3 µM. Muscarinic acetylcholine receptor M4 (Homo sapiens), P08173. 360,000 compounds, 0.4% hits;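 active = activation above its plate's cutoff, the mean activation of sample wells plus 3 SD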; also: some results filed as inactive read as strong as hits
Target sequence (P08173 whole entry, looked up): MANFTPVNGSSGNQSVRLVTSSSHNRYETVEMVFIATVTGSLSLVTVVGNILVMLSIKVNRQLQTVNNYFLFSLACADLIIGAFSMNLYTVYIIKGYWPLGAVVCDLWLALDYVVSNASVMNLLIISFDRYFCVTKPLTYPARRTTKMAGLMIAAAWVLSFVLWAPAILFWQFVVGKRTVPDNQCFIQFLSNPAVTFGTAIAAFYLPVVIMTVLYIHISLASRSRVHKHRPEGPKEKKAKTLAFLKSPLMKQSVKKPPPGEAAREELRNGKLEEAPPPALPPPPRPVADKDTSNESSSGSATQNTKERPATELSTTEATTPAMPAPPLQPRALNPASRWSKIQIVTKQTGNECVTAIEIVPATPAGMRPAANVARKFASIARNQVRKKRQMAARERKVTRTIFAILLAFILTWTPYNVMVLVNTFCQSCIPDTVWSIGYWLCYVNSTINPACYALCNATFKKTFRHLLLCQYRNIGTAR
CHRM4 antagonist: human M4 muscarinic receptor antagonists, primary screen, CHO cells, Fluo-8 calcium fluorescence; 360,000 compounds, 0.73% hits; inhibition, % at 3 µM; CHO-hM4 cells, ACh EC80; Muscarinic acetylcholine receptor M4 (Homo sapiens), P08173;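 active = inhibition above its plate's cutoff, the mean inhibition of sample wells plus 3 SD, cut at about 27% in these data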;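 also: 0% = acetylcholine EC80 with DMSO and 100% = DMSO without agonist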
CHRM4 agonist: human M4 muscarinic receptor agonists, primary screen, CHO-K1 cells, Fluo-8 calcium fluorescence | CHO-K1 hM4/Gqi5; vehicle 0%, full acetylcholine response 100% | activation, % at 3 µM | 360,000 compounds, 0.14% hits | AID 624127, 2012;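 active = activation above the run mean over all test wells plus 3 SD, cut at about 32% in these data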;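 also: peak over basal fluorescence ratio per well then scaled between controls; 0% = DMSO wells and 100% = acetylcholine at EC100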
CHRM5 antagonist: human M5 muscarinic receptor antagonists, primary screen, CHO cells, Fluo-8 calcium fluorescence; 360,000 compounds, 0.59% hits; inhibition, % at 3 µM; AID 624040, 2012; CHO-hM5 cells, ACh EC80;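 active = inhibition above a per-plate cutoff, the mean of that plate's test compounds plus 3 SD, cut at about 27% in these data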;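 also: 0% = acetylcholine EC80 with DMSO and 100% = DMSO without agonist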
M5 ag: human M5 muscarinic receptor agonists, primary screen, CHO-K1 cells, Fluo-8 calcium fluorescence; Muscarinic acetylcholine receptor M5 (Homo sapiens), P08912; CHO-K1 hM5 cells; 0% DMSO wells, 100% maximal acetylcholine response; activation, % at 3 µM; 360,000 compounds, 0.19% hits;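 active = activation above the run's mean over test compounds plus 3 SD, cut at about 23% in these data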;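 also: signal is peak over basal fluorescence ratio across the kinetic read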
CRFBP-R2 block: antagonists of CRF-BP/CRF-R2 complex, primary screen, cell-based, HEK293, calcium dye fluorescence, uHTS; CRF-induced calcium fluorescence; inhibition, % at 11.8 µM; 350,000 compounds, 0.59% hits; AID 588475, 2011;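 active = inhibition of the ligand-induced calcium signal above about 50% at the single tested concentration, limit read from the data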
IDE inh: human IDE inhibitors in live cells, primary screen, fluorescence polarization, HEK cells, FAbetaB substrate. 320,000 compounds, 0.41% hits. AID 434962, 2010. inhibition, % at 5.59 µM. Insulin-degrading enzyme (Homo sapiens), P14735. FAbetaB cleavage;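 active = percent inhibition above the average of all tested compounds plus 3 SD, set per screening campaign, cut at about 16% in these data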;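 also: IDE supplied by intact live HEK cells; FP after avidin binding of uncleaved biotin substrate so inhibition keeps polarization high; 0% = DMSO wells and 100% = 60 µM reference IDE inhibitor Ii1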
The depositor's hits bear a star; / = not tested or not shown.

No.	mol	CHRM5 antagonist	CHRM4 agonist	M5 PAM	CHRM4 antagonist	IDE inh	CRFBP-R2 block	M5 ag	CHRM4 PAM	CRFR2-BP ag
1	CCOc1ccc(S(=O)(=O)N2CCN(C(=S)NCC3CCCO3)CC2)cc1 (configuration not stated)	1	3	-4	-1	-4	12	-1	-1	0.0
2	Cc1cccc(C)c1NC(=O)C1(C)CCC(=O)N1CCc1c[nH]c2ccccc12 (configuration not stated)	4	3	-1	0	/	/	2	-6	/
3	O=C(CCN1CCCCO1)NC1CCCc2c1cnn2-c1ccc(F)cc1F (configuration not stated)	4	2	-1	-4	/	-3	1	-4	-0.8
4	COc1ccc(/C=N/NC(=O)c2cccnc2)cc1	1	0	0	-5	1	0	-3	3	1.8
5	Cc1c(O)ccc(C(=O)CN2CCN(c3ccccc3F)CC2)c1O	-4	2	2	4	2	-6	1	0	-1.6
6	O=C(NN=C1CCCCC1)c1cc(-c2ccccc2)n[nH]1	-4	1	0	2	-1	11	0	1	2.2
7	Nc1cc(=O)[nH]c2nnc(SCC(=O)Nc3cccc4ccccc34)n12	15	1	-2	-11	5	3	-4	0	-1.9
8	CCOC(=O)c1ccccc1NC(=O)Cn1cnc2c(nnn2-c2ccc(C)cc2)c1=O	1	0	0	1	-1	-32	1	2	5.9
9	CCn1c2ccccc2c2cc(N=C3SC(CC(=O)Nc4ccccc4OC)C(=O)N3CCOC)ccc21 (configuration not stated)	1	1	-5	0	8	-6	0	6	-4.6
10	Cc1cc(C)cc(N(C(=O)CNC(=O)c2ccco2)C(C(=O)NC2CCCCC2)c2cccnc2)c1 (configuration not stated)	16	0	-6	15	-1	-13	-1	-6	1.3
11	Cc1ccc(Cn2ccc(NC(=O)c3c(-c4ccccc4Cl)noc3C)n2)cc1	1	5	-4	-18	0	-22	1	16	6.4
12	CCOC(=O)C(C(=O)NCC1CCCO1)C1CCCCC1 (configuration not stated)	-12	1	1	-12	6	-14	-4	4	0.8

A different layout for part of the listing above.
3) O=C(CCN1CCCCO1)NC1CCCc2c1cnn2-c1ccc(F)cc1F (configuration not stated)
4) COc1ccc(/C=N/NC(=O)c2cccnc2)cc1
5) Cc1c(O)ccc(C(=O)CN2CCN(c3ccccc3F)CC2)c1O
6) O=C(NN=C1CCCCC1)c1cc(-c2ccccc2)n[nH]1
7) Nc1cc(=O)[nH]c2nnc(SCC(=O)Nc3cccc4ccccc34)n12
8) CCOC(=O)c1ccccc1NC(=O)Cn1cnc2c(nnn2-c2ccc(C)cc2)c1=O
9) CCn1c2ccccc2c2cc(N=C3SC(CC(=O)Nc4ccccc4OC)C(=O)N3CCOC)ccc21 (configuration not stated)
10) Cc1cc(C)cc(N(C(=O)CNC(=O)c2ccco2)C(C(=O)NC2CCCCC2)c2cccnc2)c1 (configuration not stated)
entry no.	3	4	5	6	7	8	9	10
CHRM5 antagonist	4	1	-4	-4	15	1	1	16
CHRM4 agonist	2	0	2	1	1	0	1	0
M5 PAM	-1	0	2	0	-2	0	-5	-6
CHRM4 antagonist	-4	-5	4	2	-11	1	0	15
IDE inh	/	1	2	-1	5	-1	8	-1
CRFBP-R2 block	-3	0	-6	11	3	-32	-6	-13
M5 ag	1	-3	1	0	-4	1	0	-1
CHRM4 PAM	-4	3	0	1	0	2	6	-6
CRFR2-BP ag	-0.8	1.8	-1.6	2.2	-1.9	5.9	-4.6	1.3

11) Cc1ccc(Cn2ccc(NC(=O)c3c(-c4ccccc4Cl)noc3C)n2)cc1
12) CCOC(=O)C(C(=O)NCC1CCCO1)C1CCCCC1 (configuration not stated)
entry no.	11	12
CHRM5 antagonist	1	-12
CHRM4 agonist	5	1
M5 PAM	-4	1
CHRM4 antagonist	-18	-12
IDE inh	0	6
CRFBP-R2 block	-22	-14
M5 ag	1	-4
CHRM4 PAM	16	4
CRFR2-BP ag	6.4	0.8

New compounds follow
No.	mol	CHRM5 antagonist	CHRM4 agonist	M5 PAM	CHRM4 antagonist	IDE inh	CRFBP-R2 block	M5 ag	CHRM4 PAM	CRFR2-BP ag
13	C/C(=N\n1cnnc1)c1ccccc1	3	1	0	-4	-5	7	2	6	0.1
14	O=C(c1ccccc1)c1c[nH]c2cc3c(cc2c1=O)OCCO3	-7	1	-2	-7	-2	2	0	7	2.1
15	CCc1oc(-c2ccc(OC)cc2)c(C(=O)OCCCCCO)c1C(C)OCCO (configuration not stated)	2	6	-4	13	/	/	0	-2	/
16	Cc1ccc(S(=O)(=O)N2CCCCC2)cc1C(=O)OC(C)C(=O)NCC1CCCCC1 (configuration not stated)	3	1	1	-10	/	5	-1	5	-0.5
17	O=C(Cn1nnc(-c2ccc(Cl)cc2)n1)NCc1ccco1	-1	1	2	2	2	16	-2	2	2.2
18	CN(c1ccccc1C(=O)Nc1cccc([N+](=O)[O-])c1)S(C)(=O)=O	3	0	-2	-3	8	21	-1	-1	-0.5
19	CCOc1ccc(Cl)cc1S(=O)(=O)N1CCC(C(=O)NC2CC2)CC1	-7	0	1	4	-2	-2	-3	-1	-2.1
20	O=C(Nc1ccc2c(c1)OCO2)c1ccc2nc[nH]c2c1	-7	1	-4	2	-2	18	-3	7	0.0
21	COC(=O)c1ccc(CSc2nnc(NCc3ccccc3)s2)o1	-6	1	-7	-8	4	-14	-5	2	-1.7
22	COc1ccc(Cn2nc(C)cc2C)cc1OC	-5	1	-1	-2	1	3	3	10	-1.4
23	CC[n+]1c(C)sc2c(C)cc(C)cc21	-6	-1	27*	4	9	-14	14	-3	0.9
24	COC(=O)CSc1nnc(C2COc3ccccc3O2)n1-c1ccccc1 (configuration not stated)	-5	1	7	1	0	3	-2	15	-2.4

(further entries)
No.	mol	CHRM5 antagonist	CHRM4 agonist	M5 PAM	CHRM4 antagonist	IDE inh	CRFBP-R2 block	M5 ag	CHRM4 PAM	CRFR2-BP ag
25	CCCCOc1ccc(C(=O)Nc2cccc(-n3cnnn3)c2)cc1OC	18	2	-10	0	-3	-4	-3	-16	-0.3
26	CCCCOc1ccc(-c2ncc(C(=O)OCC)c(N)n2)cc1	4	4	-4	10	-1	-19	2	1	8.1
27	O=C(Cn1cnc2c(cnn2-c2ccccc2)c1=O)Nc1cc(S(=O)(=O)N2CCOCC2)ccc1Cl	1	7	-4	-9	7	-17	2	1	2.1
28	CCOC(=O)C1=NOC2C3CC(C12)C1C(=O)N(CCc2ccc(OC)c(OC)c2)C(=O)C31 (configuration not stated)	0	0	6	-3	0	6	-2	6	0.1
29	COc1ccccc1NS(=O)(=O)c1cc(NC(=O)c2[nH]c(C)c(C(C)=O)c2C)ccc1N1CCOCC1	10	9	-15	12	-3	30	-5	-12	-1.9
30	Cc1ccccc1-n1c(C)nnc1SCc1cc(=O)oc2ccc3ccccc3c12	1	8	-8	-8	10	-30	0	-14	-0.4
31	O=C(NCCc1c[nH]c2ccccc12)C1CCCN(S(=O)(=O)c2ccccc2)C1 (configuration not stated)	-5	8	4	1	-1	-13	1	-4	3.9
32	Cc1c(O)c2c(=O)n(-c3ccccc3)c(-c3ccccc3)cc2oc1=O	6	1	-11	2	-8	26	0	3	-1.7
33	O=C(NCc1cccnc1)c1ccc(-c2cc3ccccc3oc2=O)cc1	6	15	-6	-3	16	-16	3	1	13
34	COc1cc(OC)c(C(=O)Nc2cc(S(=O)(=O)N3CCOCC3)ccc2N2CCN(C)CC2)cc1OC	4	0	4	-8	/	8	0	3	-2.0
35	COC(=O)c1c(C(=O)OC)c(-c2ccc(F)cc2)n2c1CSC2	-4	-2	6	-6	-2	1	-8	4	-3.8
36	CCC(c1nnnn1C(C)(C)CC)N1CCN(c2ccccc2F)CC1 (configuration not stated)	0	1	4	10	-4	-37	2	-3	-1.1

More structures follow:
No.	mol	CHRM5 antagonist	CHRM4 agonist	M5 PAM	CHRM4 antagonist	IDE inh	CRFBP-R2 block	M5 ag	CHRM4 PAM	CRFR2-BP ag
37	CCOC(=S)N/C(=N\S(=O)(=O)c1ccccc1)c1ccccc1	-3	1	1	7	3	-10	1	-3	-0.4
38	Cc1cccc(OCC(=O)NCCNC(=O)c2cnccn2)c1	-5	1	1	-3	-2	0	-2	-2	0.6
39	Cc1cc(C)cc(NC(=O)c2ccc(NC(=O)c3ccco3)cc2)c1	12	6	-3	7	8	7	0	0	-0.3
40	Cn1nc(C(F)(F)F)c(C(=O)Nc2cccc(Cl)c2)c1Cl	1	0	-3	1	5	9	-2	-3	-1.1
41	COc1ccc(CCCNC(=O)C2(C)Cc3c(-c4ccc5c(c4)OCO5)ccnc3O2)cc1 (configuration not stated)	7	11	-7	-2	/	/	-1	-6	/
42	O=C(CNCCc1ccc(Cl)cc1Cl)NCc1ccco1	0	2	-3	6	1	-9	-2	-1	-3.6
43	O=C(Nc1cccc(Cl)c1)c1ccc2ncsc2c1	-2	3	-1	7	-3	-25	1	-7	-1.2
44	COc1ccc(C2=NCC(CSc3nccc(=O)[nH]3)S2)cc1 (configuration not stated)	0	2	-13	-7	8	16	-1	-6	-1.2
45	CCN(CC)C(=O)c1ccccc1NS(=O)(=O)c1ccc(C)cc1	0	-1	4	-1	-4	18	2	-1	0.7
46	O=C(Cn1c(C(F)(F)F)nc2ccccc21)c1ccc(Cl)cc1	1	2	1	4	1	6	-4	1	-1.0
47	CC(C)(C)c1ccc(C(=O)NCC(=O)OCCN2C(=O)c3ccccc3C2=O)cc1	3	1	-2	3	0	6	-4	12	-2.5
48	CCOc1ccccc1C(=O)Nc1cccc(-c2ccc(N3CCOCC3)nn2)c1	3	14	-10	0	-7	-3	-3	-6	0.4
49	CCN(CC)S(=O)(=O)c1ccc(C(=O)NCc2n[nH]c(=S)n2-c2ccccc2OC)cc1	-11	0	-3	-3	-1	-8	0	1	11
